Compound activity (PubChem)
697 NFkB inh: inhibitors of PMA/ionomycin-induced NF-kB reporter, 697 cells, primary screen, B-cell NF-kB inhibitor project, cell-based, luminescence, uHTS. 330,000 tested, 0.33% active. inhibition, % at 4 µM. 697 B-cell NF-kB luciferase reporter, 16 h; in the data active means inhibition above about 35%
Jurkat NFkB inh: inhibitors of induced NF-kB luciferase reporter, primary screen, TCR NF-kB activation inhibitor project, cell-based, luminescence, uHTS; Jurkat, PMA/ionomycin-induced NF-kB luciferase reporter; 330,000 tested, 0.53% active; inhibition, % at 4 µM; in the data active means inhibition above about 50%
UBC13 polyUb: UBC13 polyubiquitin chain formation inhibitors, primary screen, biochemical, TR-FRET, uHTS; Ubiquitin-conjugating enzyme E2 N (Homo sapiens), P61088; inhibition, % at 20 µM; 330,000 tested, 0.47% active; AID 485273, 2010; in the data active means inhibition above about 45%, passing the limit was not always enough
Target sequence (P61088 whole entry, looked up): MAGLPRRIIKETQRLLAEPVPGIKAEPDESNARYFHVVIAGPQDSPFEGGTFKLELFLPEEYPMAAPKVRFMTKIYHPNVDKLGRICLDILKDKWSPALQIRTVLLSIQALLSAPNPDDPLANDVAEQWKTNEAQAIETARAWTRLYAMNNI
EBI2 antag: EBI2 receptor antagonists, beta-arrestin recruitment, primary screen, cell-based, luminescence, 7a,25-OHC stimulation, uHTS; 7a,25-OHC stimulated; inhibition, % at 5 µM; 360,000 tested, 0.81% active; in the data active means inhibition above about 38%;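 further: enzyme fragment complementation signal reports receptor beta-arrestin coupling in cells; 0% = agonist plus DMSO wells and 100% = wells without agonist; some results beyond the cut were filed as inactive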
Target sequence (P32249 whole entry, looked up, the tested form may be a part): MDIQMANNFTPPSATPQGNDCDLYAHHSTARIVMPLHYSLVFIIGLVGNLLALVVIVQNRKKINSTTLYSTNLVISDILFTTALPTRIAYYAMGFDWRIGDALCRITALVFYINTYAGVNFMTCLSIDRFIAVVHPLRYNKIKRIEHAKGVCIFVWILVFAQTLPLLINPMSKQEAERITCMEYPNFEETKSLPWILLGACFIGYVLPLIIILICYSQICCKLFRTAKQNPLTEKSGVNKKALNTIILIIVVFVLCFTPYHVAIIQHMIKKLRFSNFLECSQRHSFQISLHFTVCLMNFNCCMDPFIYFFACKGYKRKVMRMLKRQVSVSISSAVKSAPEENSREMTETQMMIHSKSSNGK
Gli-Sufu block: Gli-Sufu pathway antagonists, primary screen, luciferase luminescence, Sufu-KO-LIGHT cells, uHTS | Sufu-KO-LIGHT fibroblasts, Gli luciferase reporter luminescence | inhibition, % at 5 µM | 340,000 tested, 0.74% active;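 active means inhibition above about 55%, limit read from the data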;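 further: 0% = DMSO-treated cells and 100% = wells with medium but no cells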
APJ antag: antagonists of human apelin receptor APJ, primary screen, CHO-K1 cells, beta-arrestin complementation, luminescence; inhibition, % at 20 µM; 330,000 tested, 0.32% active; P35414;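 active means inhibition above about 40% at 20 µM, limit read from the data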;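 further: cells challenged with 10 nM apelin-13 agonist together with compound; plate controls were apelin-13 plus DMSO wells for no effect and DMSO wells lacking apelin-13 for full effect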
CCR6 antagonist: CCR6 receptor antagonists, primary screen, cell-based, CHO-K1, luminescence, beta-arrestin, uHTS; CHO-K1 CCR6 PathHunter beta-arrestin, CCL20-stimulated; inhibition, % at 20 µM; 340,000 tested, 0.49% active; C-C chemokine receptor type 6 (Homo sapiens), P51684;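 active means compounds whose inhibition of the agonist-driven luminescence signal at 20 µM reaches about 50%, limit read from the data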;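 further: cells stimulated with CCL20 at 14 nM final; plate controls were DMSO with CCL20 for no effect and DMSO without agonist for full effect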
Target sequence (P51684 whole entry, looked up): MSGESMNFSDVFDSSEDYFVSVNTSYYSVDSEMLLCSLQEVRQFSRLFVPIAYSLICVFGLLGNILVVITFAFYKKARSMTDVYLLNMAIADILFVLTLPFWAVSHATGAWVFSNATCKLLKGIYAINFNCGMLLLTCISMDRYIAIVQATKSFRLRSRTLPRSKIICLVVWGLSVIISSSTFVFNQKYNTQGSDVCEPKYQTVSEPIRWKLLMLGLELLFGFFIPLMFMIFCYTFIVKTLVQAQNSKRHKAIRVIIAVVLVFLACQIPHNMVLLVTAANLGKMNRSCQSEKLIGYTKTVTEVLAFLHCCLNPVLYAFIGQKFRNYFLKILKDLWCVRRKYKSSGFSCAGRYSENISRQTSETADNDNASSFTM
CXCR6 inh: CXCR6 receptor inhibitors, primary screen, cell-based, beta-arrestin, luminescence, CHO-K1 PathHunter, 1536-well; C-X-C chemokine receptor type 6 (Homo sapiens), O00574; inhibition, % at 20 µM; 360,000 tested, 0.36% active; in the data active means inhibition above about 34%, passing the limit was not always enough;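 further: antagonist mode with CXCL16 agonist at 10 nM final; 0% = 10 nM CXCL16 with DMSO and 100% = unstimulated wells without agonist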
* marks the source's active call; other numbers are inactive results; nt = no result given. Rows are unselected. About 3% of those tested had a hit in this group.

Value order: 697 NFkB inh | Jurkat NFkB inh | UBC13 polyUb | EBI2 antag | Gli-Sufu block | APJ antag | CCR6 antagonist | CXCR6 inh
1) O=C(NCCc1c[nH]c2ccccc12)c1cc(S(=O)(=O)N2CCCCC2)ccc1N1CCOCC1
    0 | 0 | 4 | 3 | -6 | -2 | 13 | -3
2) COc1ccc(CCN(C)c2ccc(S(=O)(=O)N3CCCC3)cc2[N+](=O)[O-])cc1OC
    -12 | -22 | -20 | -2 | 9 | 13 | 30 | 4
3) COc1ccccc1CNC(=O)Cc1ccc(OC)c(OC)c1
    13 | 4 | -1 | -8 | -1 | -2 | 3 | 8
4) CC1CCc2c(sc(NC(=O)CSc3nc(N)cc(=O)[nH]3)c2C(N)=O)C1 (stereo unspecified)
    14 | 9 | -4 | 6 | 9 | 7 | 4 | 6
5) CC1(C)OC2C(O1)[C@@H](CO)O[C@H]2n1cnc2c(N)ncnc21 (stereo partly specified)
    16 | -11 | 6 | -5 | -11 | 13 | 17 | 2
6) O=C1c2ccccc2-c2nccnc21
    14 | 4 | -8 | 5 | -5 | 13 | 16 | 8
7) Cc1cc(=O)oc2cc(OCC(=O)N3CCN(C(=O)C4COc5ccccc5O4)CC3)ccc12 (stereo unspecified)
    -21 | -10 | 0 | -4 | 1 | 13 | 1 | 0
8) O=C(c1ccc(S(=O)(=O)N2CCCCCC2)cc1)N1CCCC(C(F)(F)F)C1 (stereo unspecified)
    -1 | 2 | -5 | -3 | 2 | -7 | 0 | -2
9) c1ccc(COC2CCCN(Cc3nc(-c4cnccn4)no3)C2)nc1 (stereo unspecified)
    -3 | 3 | 8 | -6 | -1 | 3 | 8 | -1
10) CC(=O)c1cccc(NC(=O)NCCc2ccc(Cl)cc2)c1
    -7 | -13 | 9 | 8 | -21 | 12 | 16 | 1
11) CCN(CC(=O)NC1CCS(=O)(=O)C1)S(=O)(=O)c1ccc(Cl)cc1C(F)(F)F (stereo unspecified)
    -9 | 11 | -4 | -7 | 1 | 27 | 10 | 7
12) Oc1ccc(C2=CSC3=NCCN23)cc1O
    4 | -19 | -2 | -11 | 1 | 0 | -9 | -10
13) CCOc1ccc2[nH]c(C(=O)N/N=C/c3ccccc3OC)cc2c1
    -53 | 23 | -5 | -3 | -5 | 2 | 5 | -6
14) O=C(C1CCCO1)N1CCN(C(=S)Nc2cccc(Cl)c2)CC1 (stereo unspecified)
    16 | 4 | -4 | 2 | 6 | 9 | 1 | 4
15) N#CC1=C(N)Oc2c(O)cc3ccccc3c2C1c1ccsc1 (stereo unspecified)
    6 | 9 | 9 | -14 | 0 | 6 | -8 | 1

Sorted by SMILES length (smallest number first): part of the list above.
Value order: 697 NFkB inh | Jurkat NFkB inh | UBC13 polyUb | EBI2 antag | Gli-Sufu block | APJ antag | CCR6 antagonist | CXCR6 inh
3) COc1ccccc1CNC(=O)Cc1ccc(OC)c(OC)c1
    13 | 4 | -1 | -8 | -1 | -2 | 3 | 8
14) O=C(C1CCCO1)N1CCN(C(=S)Nc2cccc(Cl)c2)CC1 (stereo unspecified)
    16 | 4 | -4 | 2 | 6 | 9 | 1 | 4
9) c1ccc(COC2CCCN(Cc3nc(-c4cnccn4)no3)C2)nc1 (stereo unspecified)
    -3 | 3 | 8 | -6 | -1 | 3 | 8 | -1
1) O=C(NCCc1c[nH]c2ccccc12)c1cc(S(=O)(=O)N2CCCCC2)ccc1N1CCOCC1
    0 | 0 | 4 | 3 | -6 | -2 | 13 | -3

Going on with the list:
Value order: 697 NFkB inh | Jurkat NFkB inh | UBC13 polyUb | EBI2 antag | Gli-Sufu block | APJ antag | CCR6 antagonist | CXCR6 inh
16) CN(C)S(=O)(=O)c1ccc(NC(=O)c2ccc([N+](=O)[O-])cc2)cc1
    -5 | -5 | -10 | -6 | 7 | -20 | -3 | -10
17) COc1ccc(N=C2NC(=O)C(CO)(CO)S2)cc1
    5 | 9 | -6 | -2 | -11 | 20 | 9 | 7
18) C=CCNC(=S)NNC(=O)c1cccn(Cc2ccc(Cl)cc2)c1=O
    19 | 8 | 0 | 0 | 2 | 8 | 20 | 6
19) COc1ccc(Cl)cc1C(=O)Nc1cccnc1
    6 | -5 | 2 | 10 | 3 | -6 | 14 | -4
20) O=C(CCc1ccccc1)NC(=S)NCc1ccco1
    -11 | -1 | -5 | -5 | -6 | -31 | 2 | 2
21) COc1cccc(/C=N/NC(=O)c2ccccc2NC(=O)c2ccco2)c1OC
    35 | 4 | 3 | -10 | 1 | -9 | 0 | -3
22) CCOc1ccc(NC(=O)Nc2ccc3c(c2)CCC3)cc1
    0 | -33 | 10 | 10 | -50 | -4 | 5 | 6
23) COc1ccc(OCCCC(=O)NC(C)c2ccccc2)cc1 (stereo unspecified)
    -35 | -16 | -7 | 14 | -7 | 17 | -5 | 1
24) CC1CCC(NC(=O)c2cc(C3CC3)nn2-c2ccccc2)CC1 (stereo unspecified)
    -13 | -1 | 19 | -13 | -1 | 16 | 19 | 6
25) O=C(COC(=O)c1ccc(Br)o1)c1ccc(S(=O)(=O)N2CCCCC2)cc1
    10 | -7 | -12 | 30 | -22 | 68* | 64* | 44*
26) COc1ccccc1-n1cnnc1SCC(=O)c1cc(C)n(Cc2cccs2)c1C
    -38 | -8 | -9 | -3 | 0 | 2 | 4 | 0
27) Cc1ccc(C)c(N/C(N)=N/c2nc(C)cc(C)n2)c1
    -29 | 4 | -4 | -9 | 11 | 1 | 2 | -5
28) NC(=O)c1cc([N+](=O)[O-])ccc1NCc1cccc2ccccc12
    -8 | 2 | 7 | 5 | 2 | 16 | 13 | 15
29) CCc1cccc(NC(=O)CSC2=NS(=O)(=O)c3ccccc32)c1
    18 | -4 | 47* | 31 | -9 | 15 | 29 | 9
30) COc1ccccc1-c1cc(C(=O)NCc2ccco2)no1
    7 | -16 | -12 | 7 | -10 | -3 | -7 | -1
31) Cn1c(CCN2CCOCC2)nc2cc(NC(=O)COc3ccc([N+](=O)[O-])cc3)ccc21
    3 | -3 | 0 | -4 | 6 | -23 | 8 | 6
32) COc1ccc(NC(=O)CN(c2cccc(C(F)(F)F)c2)S(C)(=O)=O)cc1OC
    7 | 5 | 4 | 8 | 2 | 0 | -11 | 3
33) CCCCn1nc(NC(=O)CC)c2cc3cc(OC)ccc3nc21
    -21 | -9 | 14 | -11 | -6 | 2 | 2 | 0
34) CCN1CCSc2ccc(C(=O)NCc3ccc(OC(C)C)cc3)cc21
    2 | 5 | 7 | 1 | -1 | 2 | 7 | -2
35) COc1ccccc1OCCOCCn1cnc2ccccc2c1=O
    15 | 7 | 15 | 4 | 2 | 9 | 0 | 8
36) Fc1ccccc1NC(=S)N(CCN1CCCCCC1)Cc1cccs1
    -36 | 9 | 17 | -4 | -1 | -6 | 1 | -11
37) CCN1C(=O)[C@@H]2[C@H](C1=O)[C@@H]1C(=O)Nc3ccccc3C(=O)N1[C@@H]2c1cccc(C)c1
    7 | -12 | -5 | -8 | 4 | -6 | -4 | 3
38) Cc1cc(F)ccc1S(=O)(=O)Nc1ccccc1C(=O)Nc1ccccc1-c1nc2ccccc2[nH]1
    12 | -13 | 26 | -9 | 13 | -15 | -19 | -22
39) CCOC(=O)Cc1csc(/N=C/c2c(O)n(-c3ccccc3C(F)(F)F)c(=O)c3ccccc23)n1
    9 | 1 | -17 | -4 | 12 | -13 | 7 | 7
40) COc1ccc(/C=C2\SC(=O)N(CCC(=O)N3CCCCC3CCO)C2=O)cc1 (stereo unspecified)
    -2 | -4 | -6 | -2 | -14 | 5 | 2 | -13
41) CC(=O)NCCc1nc2cc(NC(=O)COc3cccc(C)c3)ccc2n1C
    0 | -8 | 0 | -10 | -7 | 14 | 5 | 7
42) CCOc1ccc(NS(=O)(=O)c2ccc(C(=O)N3CCCC3)cc2)cc1
    -4 | 7 | -6 | -5 | 7 | 15 | 3 | 4
43) O=C(Nc1cccc(Cl)c1)c1ccccc1NC(=O)C1CCCCC1C(=O)O (stereo unspecified)
    3 | 1 | -3 | -4 | -5 | -1 | -2 | 15
44) O=C(c1ccc(S(=O)(=O)c2ccccc2)cc1)N1CCCCCC1
    5 | 4 | 15 | -22 | -1 | -4 | -5 | -5
45) CCN(Cc1nc(-c2ccc(OC)c(OC)c2)no1)C(=O)c1ccc2c(c1)OCO2
    0 | -10 | 3 | -8 | 24 | -19 | 9 | 8
46) CCOC(=O)c1cc(-c2ccc(F)cc2)n(CC(=O)NCc2ccccn2)c1C
    2 | -18 | -2 | -2 | -6 | 2 | 10 | 2
47) CCCCC(=O)NC(c1ccco1)c1cc(Cl)c2cccnc2c1O (stereo unspecified)
    -15 | -9 | -25 | -1 | 6 | -4 | 16 | 0
48) O=C(Nc1c(F)c(F)c(F)c(F)c1F)C1CCCCC1
    15 | 8 | 6 | -12 | -4 | -10 | 10 | -4
49) COc1cc(OC)c(OC)cc1NC(=O)CC1COc2ccccc2O1 (stereo unspecified)
    19 | 0 | 0 | -13 | 8 | 8 | 4 | 2
50) CC(=O)c1cnn(-c2cc(Oc3cccc(C)c3)ncn2)c1C
    -19 | -8 | -6 | 5 | nt | 5 | 13 | 0
51) O=S(=O)(Nc1nc2ccccc2nc1Cl)c1ccc2c(c1)OCCO2
    7 | 4 | 1 | -14 | 22 | 10 | 6 | -8
52) c1ccc2c(c1)C(=NCC1CCCO1)NC2=NCC1CCCO1 (stereo unspecified)
    7 | 9 | 0 | -16 | -3 | 13 | 11 | 6
53) O=C(COc1ccc(F)cc1)Nc1ccccc1N1CCOCC1
    -4 | 2 | -1 | 10 | 1 | 16 | 7 | -5
54) CC/C(=N/Nc1cccc(Cl)c1)c1cnnc(SC)n1
    -24 | -4 | -1 | 5 | 0 | 9 | 25 | 8
55) Cc1ccc(/C=C(\C#N)C(=O)NCCN2CCOCC2)cc1
    11 | -12 | -3 | 6 | -4 | 4 | 4 | -6
56) O=C1CN(C(=O)c2cnccn2)c2ccccc2N1
    -7 | 12 | -7 | 10 | -3 | 20 | -4 | -24
57) Cc1c(F)cccc1NC(=O)CSCC(=O)Nc1ccccc1
    -5 | 16 | 10 | 2 | -2 | 16 | 0 | -1
58) N#Cc1c2ccc([N+](=O)[O-])cc2[n+]([O-])n1-c1ccccc1
    -135 | 29 | -20 | -23 | nt | -237 | nt | -15
59) O=C(O)c1cc(-c2ccc(/C=N/Nc3ccc(Cl)cc3)o2)ccc1Cl
    16 | 0 | -10 | -1 | -6 | 29 | 0 | -6
60) CC(=O)c1ccc(OCCCC(=O)N(CCC2=CCCCC2)c2c(N)n(Cc3ccccc3)c(=O)[nH]c2=O)cc1
    29 | 11 | -11 | -1 | 7 | -57 | -2 | 10
61) CCOC(=O)N1CCN(CCC(=O)Nc2ccc(Br)c(C)c2)CC1
    14 | -8 | -4 | 7 | 5 | 17 | 2 | -9
62) CN1C(=O)/C(=C\C=C2/CCCN2C)N(C)C1=S
    0 | -21 | -355 | 0 | 2 | 21 | 8 | 0
63) CCCCc1c(O)nc(SCC(=O)c2ccccc2)n(-c2ccccc2)c1=O
    0 | 1 | 1 | 14 | -4 | 16 | 2 | 1
64) Cc1c(C(=O)Nc2ccc(F)cc2)c2ccccn2c1CCc1ccncc1
    1 | 1 | 8 | 5 | 6 | 14 | 5 | 1
65) CN(C)S(=O)(=O)Nc1ccc(NS(=O)(=O)N(C)C)c(S(=O)(=O)c2ccccc2)c1
    -28 | -9 | -13 | 4 | -15 | -11 | 2 | 5
66) Cc1ccccc1NC(=O)c1cc(N)ccc1N1CCCCC1
    22 | 8 | 17 | -6 | 9 | -6 | -5 | -6
67) CCN(CC1CCCO1)C(=O)CCc1nnc(CCc2ccccc2OC)o1 (stereo unspecified)
    -14 | -13 | 4 | -5 | -6 | 8 | 4 | -10
68) O=C(CSc1ncn[nH]1)Nc1nc(-c2ccccc2)ns1
    -4 | -5 | 5 | -11 | -7 | -8 | 6 | -4
